NTMT1 inh: NTMT1 methyltransferase inhibition; Q9BV86; NTMT1 MTase-Glo SAH luminescence, purified enzyme; Potency, µM (series often up to 114 µM), for the others: at the top dose activity change, negative = inhibition, usual class: inhibitors; 59,000 compounds, 2.5% hits; AID 1645870; active means well fitted inhibition curve with a large enough effect; inconclusive means small, poorly fitted or top-dose-only effect;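 further: plate controls were DMSO vehicle for no effect and no enzyme for full effect; nearly all actives have a fitted effect of over 65% in size; many of its hits are not listed in these tables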
Target sequence (Q9BV86 whole entry, looked up): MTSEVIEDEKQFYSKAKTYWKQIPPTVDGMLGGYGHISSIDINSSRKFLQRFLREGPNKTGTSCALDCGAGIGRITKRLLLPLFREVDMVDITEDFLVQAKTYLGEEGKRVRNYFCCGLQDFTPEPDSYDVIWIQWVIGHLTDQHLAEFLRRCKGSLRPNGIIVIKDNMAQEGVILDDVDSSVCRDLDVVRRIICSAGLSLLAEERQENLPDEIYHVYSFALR
The depositor's hits bear a star; ? = inconclusive; & = joins results of further samples; ! = repeats disagree; [ ] = dose if it differs, or a comment. Potency means the concentration at half of the fitted maximal effect. An excerpt; count on the stated rates, not on these rows.

SMILES | NTMT1 inh
CC(C)(C)c1ccc(-c2csc(N3CCC(C(N)=O)CC3)n2)cc1 | ?
CCNc1cccc(S(=O)(=O)N2CCCN(S(=O)(=O)c3ccc4c(c3)OCCO4)CC2)c1 | 5%
O=S(=O)(NCCCCCCNS(=O)(=O)c1c(F)cccc1F)c1ccc2c(c1)OCCO2 | 9%
CCC(=O)NC(c1cccs1)c1ccc2cccnc2c1O (stereo not given) | 15%
Cc1ccc2nc3sc(C(=O)NCc4ccco4)cc3cc2c1 | -14%&-20%
COc1cc(-c2cn(C)c(=O)c3cnccc23)cc(OC)c1CN(C)C | 4%
O=[S+]([O-])(NCC#CCSc1nnc(-c2cccc3ccccc23)o1)c1ccc(F)cc1 | 14%
Cc1cc(C)nc(NC(=S)N2CCN(c3ccc4nonc4c3)CC2)c1 | ?
CC(C)=CCC[C@](C)(O[C@@H]1O[C@H](CO[C@@H]2O[C@H](CO)[C@@H](O)[C@H](O)[C@H]2O)[C@@H](O)[C@H](O)[C@H]1O)[C@H]1CC[C@]2(C)[C@@H]1[C@H](O)C[C@@H]1[C@@]3(C)CC[C@H](O[C@@H]4O[C@H](CO)[C@@H](O)[C@H](O)[C@H]4O[C@@H]4O[C@H](CO)[C@@H](O)[C@H](O)[C@H]4O)C(C)(C)[C@@H]3CC[C@]12C | -4%[57.5 µM]
Nc1nc(-c2nn(Cc3ccccc3F)c3ncccc23)ncc1C1CC1 | 17%

Gathered by group, the compounds so far with two or more sulfur atoms (three)
SMILES | NTMT1 inh
CCNc1cccc(S(=O)(=O)N2CCCN(S(=O)(=O)c3ccc4c(c3)OCCO4)CC2)c1 | 5%
O=S(=O)(NCCCCCCNS(=O)(=O)c1c(F)cccc1F)c1ccc2c(c1)OCCO2 | 9%
O=[S+]([O-])(NCC#CCSc1nnc(-c2cccc3ccccc23)o1)c1ccc(F)cc1 | 14%

The list continues:
SMILES | NTMT1 inh
COc1cccc(C2c3c(ncn(-c4ccccc4C(C)(C)C)c3=N)Oc3ccc4ccccc4c32)c1 (stereo not given) | 6%[57.5 µM]
O=C(CCC#CCSc1nnc(-c2cccc3ccccc23)o1)c1ccccc1 | 4%[57.5 µM]
O=C1CCCC2=C1C(c1[nH]ncc1Cl)NC(=NCc1ncc[nH]1)N2 (stereo not given) | 4%[57.5 µM]
O=c1c(-n2ccnn2)c[nH]n1-c1cc(N2CCOCC2)ncn1 | 3µM*!
COc1ccc(C2Nc3ccccc3C(=O)N2Cc2ccccc2OC)cc1COc1c(C)cc(NC(C)=O)cc1C (stereo not given) | 10%
CCOc1ccc(CCNC(=O)c2cnon2)cc1OCC | 13%
Cc1cc(N[S+](=O)([O-])c2ccc(NC(=O)Cc3ccc(F)c(F)c3)cc2)no1 | 19%
C[C@H]1CC2[C@@H]3CCC4=CC(=O)C=C[C@]4(C)[C@@]3(F)[C@@H](O)C[C@]2(C)[C@@]1(O)C(=O)CO (stereo not given in full) | 11%
COc1ccc(N2CCN(S(=O)(=O)c3ccc4c(c3)CC(=O)N4)CC2)cc1 | ?
Cc1cnc(NC(=O)c2cc(S(=O)(=O)N(C)C)ccc2N2CCCC2)s1 | -26%
CN(C)CCNC(=O)COc1c2cccc1Cc1cccc(c1OCC(=O)NCCN(C)C)Cc1cccc(c1OCC(=O)NCCN(C)C)Cc1cccc(c1OCC(=O)NCCN(C)C)C2 | -14%[29.8 µM]
COc1cccc(CNc2ccc([S+](=O)([O-])Nc3cc4ccccc4s3)cc2)c1O | 2%
Oc1c(C(Nc2ccccn2)c2ccccc2)cc(Cl)c2cccnc12 (stereo not given) | 1%[57.5 µM]
C=CC[C@@H]1/C=C(\C)C[C@H](C)C[C@H](OC)[C@H]2O[C@@](O)(C(=O)C(=O)N3CCCC[C@H]3C(=O)O[C@H](/C(C)=C/[C@@H]3CC[C@@H](O)[C@H](OC)C3)[C@H](C)[C@@H](O)CC1=O)[C@H](C)C[C@@H]2OC | 8%
Cc1cc(C)nc(NC(=S)N2CCN(c3ncccc3C#N)CC2)c1 | ?
COc1ccc(-c2ccc(Nc3nc(-c4ccncc4)nc4ccccc34)cc2F)cc1F | ?
Cc1cc(-c2nnc3n2CCCCC3)c(C)n1-c1ccc(C#N)cc1 | ?
NC(=O)C1CCN(c2ncc(-c3cccc(N4CCCCC4)c3)s2)CC1 | ?
c1cncc(CNc2ncnc3ccc(-c4ccc5c(c4)OCO5)cc23)c1 | ?
O=[S+]([O-])(c1ccc2c(c1)OCCO2)N1CCN([S+](=O)([O-])c2c(F)cc(F)cc2Br)CC1 | 14%
Oc1ccc(CNCc2ccccc2F)c2cccnc12 | 11%
CC1CCC2(C1)N=C(Nc1nc3ccccc3o1)NC1=C2C(=O)CCC1 (stereo not given) | 14%
Cc1c([S+](=O)([O-])N2CCN([S+](=O)([O-])c3c(F)cccc3F)CC2)sc2ccc(Cl)cc12 | 8%[57.5 µM]
Cc1ccnc(NC(=S)NCCNc2cccc(C(F)(F)F)c2)c1 | ?
Nc1cccc([S+](=O)([O-])N2CCCN([S+](=O)([O-])c3cccc(N)c3)CC2)c1 | 12%
CC(C)(NS(=O)(=O)c1ccc2c(Cl)cnc(N=C(N)N)c2c1)C(=O)O | 3%
CCC(C)CNCC(=O)N1CCc2sccc2C1c1cccc(C)n1 (stereo not given) | -13%
Cc1ccc(-c2csc(NC(=O)c3ccccc3NS(=O)(=O)c3ccc(C)cc3)n2)cc1 | 10%
O=C(c1ccccc1O)N(Cc1ccccc1)Cc1cccs1 | 2%
Cc1cc2c(s1)c1cnn(Cc3c(F)ccc(C)c3Cl)c(=O)c1n2C | 5%[57.5 µM]
COC(=O)c1ccccc1-c1ccc(/C=c2\sc3nc4cc(Br)cnc4n3c2=O)o1 | -2%
Cc1ccc(NC(=O)CN2C(=O)N/C(=C\c3cccn3-c3ccc([S+](N)(=O)[O-])cc3)C2=O)cc1 | ?
COc1cccc(CNc2ccc(S(=O)(=O)Nc3ccc(N4CCNCC4)cc3)cc2)c1O | ?
COc1cccc(-c2nnc3n2N=C(c2ccccc2OC)CS3)c1 | ?
COc1ccc(C2Nc3ccccc3C(=O)N2Cc2cccnc2)cc1COc1c(C)cc(NC(C)=O)cc1C (stereo not given) | 10%
CCCCNc1nc(C)nc2c1nc(-c1ccccc1)n2CCN1CCCCC1 | -12%
Cc1ccnc(CC(=S)N2CCN(c3cccc(C(F)(F)F)c3)CC2)c1 | 0%
COCCOC(=O)N1CCN(S(=O)(=O)c2cc(F)c(Oc3ccc(Cl)cc3)c(F)c2)C(C(=O)NO)C1 (stereo not given) | 7%
CCOC(=O)/C=C/c1cc(F)c(S(=O)(=O)N2CCN(S(=O)(=O)c3ccc4c(c3)OCCO4)CC2)cc1F | 8%
Cc1ccc(S(=O)(=O)Nc2cnccc2C(=O)Nc2ccc(-c3nn[nH]n3)cc2)cc1 | -4%
Cc1ccc(N(C)S(=O)(=O)c2ccc3c(c2)CCC(=O)N3)cc1C | 0%
CNc1oc(-c2cccc(Cl)c2Cl)nc1C#N | -4%
Cc1ccc(C[C@H](C(=O)O)N2C(=O)c3ccc(C(=O)O)cc3C2=O)cc1 | 0%[57.5 µM]
Fc1cc(Nc2nc(-c3ccncc3)nc3ccccc23)ccc1-c1ccncc1 | -1%
O=C(O)c1ccc2c(c1)C(=O)N([C@H](Cc1ccc3ccccc3c1)C(=O)O)C2=O | 8%
O=[S+]([O-])(c1ccc(N2CCOCC2)nc1)N1CCN([S+](=O)([O-])c2c(F)cccc2F)CC1 | 5%
COc1ccc(NC(=O)c2cc(-c3ccc(C)c(C)c3)nc3ccccc23)cc1 | ?
O=C1Nc2ccccc2C12CC2c1cc(Cl)c(O)c(Cl)c1 (stereo not given) | -2%[57.5 µM]
C/C(=C\c1cccc(C(F)(F)F)c1)C1Nc2cccc3cccc(c23)N1 | -3%
Cc1ccc(NS(=O)(=O)c2ccc3c(c2)CCC(C)(C)O3)cc1C | ?

Carrying on.
SMILES | NTMT1 inh
O=C(NCc1ccc(F)cc1)n1cc(P(=S)(c2ccccc2)c2ccccc2)c2ccccc21 | 23%
CCOc1ccc(C(=O)Oc2ccc(-c3nc4ccccc4[nH]3)cc2)cc1Cl | 5%
CCNCCS(=O)(=O)NC[C@@]1(c2ccccc2)SC(NC(=O)C(C)(C)C)=NN1C(=O)C(C)(C)C | 9%
O=S(=O)(Nc1ccccc1)c1ccc(O)c2ncccc12 | 14%
COc1ccc(C2Nc3ccccc3C(=O)N2Cc2ccccc2)cc1OCc1ccc(NC(C)=O)cc1 (stereo not given) | 9%
Cc1cnc(-c2ccccc2C(C)C)nc1NCC1CN(c2cccnc2)C1 | ?
CC1(C)S[C@H]2[C@H](NC(=O)[C@@H](N)c3ccc(O)cc3)C(=O)N2[C@H]1C(=O)O | -7%
N#CN1CCC(NS(=O)(=O)c2ccc(F)cc2)C1 (stereo not given) | 13%
CC/C(=C(/c1ccc(/C=C/C(=O)O)cc1)c1ccc2[nH]ncc2c1)c1ccc(F)cc1Cl | 32µM*
O=c1c2ccccc2nc2sc(Nc3ccc(F)cc3)nn12 | ?

Copied from the list.
Under NTMT1 inh, CC/C(=C(/c1ccc(/C=C/C(=O)O)cc1)c1ccc2[nH]ncc2c1)c1ccc(F)cc1Cl has the entry 32µM*
Under NTMT1 inh, CCOc1ccc(C(=O)Oc2ccc(-c3nc4ccccc4[nH]3)cc2)cc1Cl has the entry 5%
Under NTMT1 inh, COc1ccc(C2Nc3ccccc3C(=O)N2Cc2ccccc2)cc1OCc1ccc(NC(C)=O)cc1 (stereo not given) has the entry 9%
Under NTMT1 inh, O=S(=O)(Nc1ccccc1)c1ccc(O)c2ncccc12 has the entry 14%
Under NTMT1 inh, CCNCCS(=O)(=O)NC[C@@]1(c2ccccc2)SC(NC(=O)C(C)(C)C)=NN1C(=O)C(C)(C)C has the entry 9%
Under NTMT1 inh, O=C(NCc1ccc(F)cc1)n1cc(P(=S)(c2ccccc2)c2ccccc2)c2ccccc21 has the entry 23%

(more compounds)
SMILES | NTMT1 inh
Nc1ncc(C(=O)NC2CN(C(=O)C3CC3)C2)c2ccc(-c3cccc(F)c3)nc12 | -1%
c1cncc(CNc2ncnc3ccc(-c4cccnc4)cc23)c1 | -4%[57.5 µM]
CCOc1ccc(CCNC(=O)c2cc3sccc3n2Cc2ccc(Cl)c(F)c2)cc1OCC | 19%
COCCCc1cc(F)c(S(=O)(=O)N2CCN(S(=O)(=O)c3ccc4c(c3)OCCO4)CC2)cc1F | 1%
CC(=O)Nc1sc2c(c1Br)CCNC2 | 15%
CC(=O)N[C@@H](Cc1ccc(O)cc1)C(=O)N[C@H](C(=O)N[C@@H](C)C(=O)N[C@H](C#N)CC(=O)O)C(C)C | 11%
N#Cc1c(C(=O)c2cccs2)no[n+]1[O-] | -1%
O=C(Nc1ncc(Cc2ccc(C(F)(F)F)cc2)s1)c1ccc(-c2ccccc2[N+](=O)[O-])o1 | 17%
CN1CCc2sc(NC(=O)Cc3ccccc3)c(C(=O)Nc3ccc(Cl)cc3)c2C1 | ?
O=C(Nc1cccc(Cc2ccccc2)n1)c1ccc(-c2cccc([N+](=O)[O-])c2)o1 | -5%

3 structures out of the list, ordered by SMILES length, descending.
SMILES | NTMT1 inh
Nc1ncc(C(=O)NC2CN(C(=O)C3CC3)C2)c2ccc(-c3cccc(F)c3)nc12 | -1%
CCOc1ccc(CCNC(=O)c2cc3sccc3n2Cc2ccc(Cl)c(F)c2)cc1OCC | 19%
CC(=O)Nc1sc2c(c1Br)CCNC2 | 15%

Going on with the list:
SMILES | NTMT1 inh
NC(=O)c1cccc(-c2noc(-c3ccccc3F)n2)c1 | -4%
CSc1ccccc1-c1ncc(C)c(NCc2ccc(-c3cccnc3)cc2)n1 | ?
CC(Nc1ncnc2ccc(-c3ccc4c(c3)OCO4)cc12)c1ccco1 (stereo not given) | ?
COc1cc(OC)c(/C=C/S(=O)(=O)Cc2ccc(OC)c(OP(=O)(O)O)c2)c(OC)c1 | 5%
O=c1c2ccc([N+](=O)[O-])cc2nc2sc(Nc3ccc4c(c3)CCC4)nn12 | 9%
CC1(C)SCCN(S(=O)(=O)c2ccc(OCC#CCO)cc2)[C@H]1C(=O)NO | 3%
COc1ccc(NC(=O)CSc2nnc(-c3cccc(S(=O)(=O)N4CCCC4)c3)n2-c2ccccc2)cc1 | 3%
Cc1cccc(-c2csc3ncnc(Sc4nnnn4C)c23)c1 | 4%[57.5 µM]
O=[S+]([O-])(c1c(F)cccc1F)N1CCN([S+](=O)([O-])c2csc3ccccc23)CC1 | 10%[57.5 µM]
O=C1CCCC2=C1C1(CCCC1)N=C(Nc1nc3cc(-c4ccccc4)ccc3o1)N2 | ?
Cc1c(CN2CCC(Nc3ncnc4sc(CC(F)(F)F)cc34)CC2)ccc2c1cc(C#N)n2Cc1cn[nH]c1 | 4%
CCOc1ccc(CCNC(=O)c2ccc(C(=O)c3ccccc3)cc2)cc1OCC | -2%
CNC(=O)Cn1cc(-c2ccc3c(c2)C(F)CC32NC(=O)N(CC(=O)N(Cc3ccc(F)cc3)C(C)C(F)(F)F)C2=O)cn1 (stereo not given) | -3%
O=C(O)c1cccc(-c2cccc(-c3nn4c(=O)cc(N5CCNCC5)nc4s3)c2)c1 | -1%[57.5 µM]
CC(C)(C)c1ccc(-c2ccc(=O)n(CC(=O)NCCc3ccccc3)n2)cc1 | 15%
CCOc1ccc(CCNC(=O)c2cc3sccc3n2Cc2ccccc2)c(F)c1OCC | 18%
Nc1cccc(-c2ccc(NC(=O)c3cccs3)cn2)c1 | ?
